Screening data from PubChem BioAssay.
RAD52 inh = blocks human RAD52 DNA annealing | recombinant RAD52 DNA annealing, FRET fluorescence | P43351 | inhibition, % at 18.7 µM | 360,000 compounds, 0.46% hits;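 active = every replicate showing at least 50% inhibition; inconclusive = mean inhibition at least 50% but not in every replicate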
ERp5 inh = blocks human ERp5 reductase activity on insulin; inhibition, % at 9.99 µM; Q15084; 350,000 compounds, 0.05% hits; ERp5 insulin aggregation, absorbance 650 nm, 90 min; AID 651711;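 active = mean replicate inhibition above about 25%, with every replicate also reaching it, limit read from the data, passing the limit was not always enough; inconclusive = only one of those two criteria met; inactive = neither criterion met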
E-sel inducer = E-selectin induction on HUVECs; HUVEC E-selectin immunofluorescence imaging; normalized: neutral wells 0, TNF-alpha wells 100; activation, % at 7.58 µM; 260,000 compounds, 0.37% hits;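 active = mean E-selectin-positive cell signal at least 10% of the positive control, reached in at least 60% of replicates, without over 20% cell loss; inconclusive = no rule given, readout overlaps actives, possibly toxicity-flagged; inactive = the rest, including those meeting only one limit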;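 also: in these data hits start at about 27%; measured in HUVEC primary endothelial cells; signal is the percent of cells scored E-selectin positive by PE staining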
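Read-out basis: % PE-positive cells; Test system: HUVEC primary endothelial cells; Technique: immunofluorescence imaging; Dosing: single-point compound dose.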
PglD DTNB = inhibitors of Campylobacter jejuni PglD acetyltransferase; purified PglD enzyme, DTNB colorimetric CoA detection; 360,000 compounds, 0.098% hits; inhibition, % at 12.5 µM; in the data active = inhibition above about 16%, passing the limit was not always enough; inconclusive = no clear call, values can overlap the other calls; also: strong numbers were not always called active
RAD54 inh = RAD54 (human) branch migration inhibition; RAD54 Holliday junction branch migration, FAM/BHQ fluorescence; 360,000 compounds, 0.14% hits; inhibition, % at 10.4 µM; Q92698;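 active = mean normalized replicate activity at least 40 and at least half of replicates scoring 40 or more; inconclusive = only one of the two criteria met; inactive = mean below 40 and under half of replicates reaching 40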;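 also: 0% = median of neutral control wells and 100% = median of positive control wells; inhibitors cause a drop in the FAM fluorescence signal; in these data hits start at about 50%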
Target sequence (Q92698 whole entry, looked up): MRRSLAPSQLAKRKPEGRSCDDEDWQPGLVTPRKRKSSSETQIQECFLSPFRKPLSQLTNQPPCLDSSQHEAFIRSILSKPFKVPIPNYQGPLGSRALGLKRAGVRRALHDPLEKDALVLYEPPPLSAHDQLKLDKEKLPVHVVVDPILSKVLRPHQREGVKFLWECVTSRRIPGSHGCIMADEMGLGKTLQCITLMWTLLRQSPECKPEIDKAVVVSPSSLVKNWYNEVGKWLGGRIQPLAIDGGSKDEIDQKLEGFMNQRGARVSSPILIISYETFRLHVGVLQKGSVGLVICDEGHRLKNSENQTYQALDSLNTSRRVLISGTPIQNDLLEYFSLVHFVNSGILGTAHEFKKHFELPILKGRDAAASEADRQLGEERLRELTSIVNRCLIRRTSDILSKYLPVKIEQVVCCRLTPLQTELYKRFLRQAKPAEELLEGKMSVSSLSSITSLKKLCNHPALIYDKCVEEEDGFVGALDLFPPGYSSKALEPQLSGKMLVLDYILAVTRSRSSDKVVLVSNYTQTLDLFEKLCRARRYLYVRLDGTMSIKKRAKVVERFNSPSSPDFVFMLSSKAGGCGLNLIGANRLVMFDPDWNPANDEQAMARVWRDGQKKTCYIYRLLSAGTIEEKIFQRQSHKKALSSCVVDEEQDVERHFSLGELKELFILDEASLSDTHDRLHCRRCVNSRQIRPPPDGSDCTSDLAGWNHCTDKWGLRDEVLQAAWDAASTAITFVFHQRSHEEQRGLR
ARNT TACC3 PPI = disrupts binding between human ARNT and TACC3; 390,000 compounds, 0.66% hits; AlphaScreen His-ARNT PAS-B/GST-TACC3 binding, luminescence; TACC3 fragment carries E629A point mutation; AID 623870; Q9Y6A5; inhibition, % at 9.99 µM;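 active = mean inhibition of replicates at least 50% and at least half of replicates each reaching 50%; inconclusive = half or more replicates reach 50% but mean below 50%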;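 also: 0% = complete ARNT plus TACC3 wells and 100% = ARNT alone without TACC3; many hits fall short of the cut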
esBAF inh = inhibitors of esBAF chromatin remodeling in mouse ES cells | Bmi1-luciferase knock-in reporter, 24 h; 100% = twice the neutral-well signal | reporter increase, % at 12.5 µM | 350,000 compounds, 2% hits; in the data active = activation above about 40%; inconclusive = no clear call, values can overlap the other calls;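 also: 0% = median of the plate's neutral control wells and 100% = double that signal; a rise in the Bmi1 reporter signal indicates esBAF inhibition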
CASP6 VEID inh = blocks human caspase-6 cleavage activity. P55212. purified caspase-6, Z-VEID-R110 cleavage fluorescence. inhibition, % at 12.5 µM. 350,000 compounds, 0.53% hits;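 active = mean inhibition across replicates at least about 35%, with every replicate also reaching that limit, limit read from the data; inconclusive = only one of the two criteria met; inactive = neither criterion met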;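 also: 0% = median of neutral control wells and 100% = no fluorescence left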
Target sequence (P55212 24-179 limits assumed): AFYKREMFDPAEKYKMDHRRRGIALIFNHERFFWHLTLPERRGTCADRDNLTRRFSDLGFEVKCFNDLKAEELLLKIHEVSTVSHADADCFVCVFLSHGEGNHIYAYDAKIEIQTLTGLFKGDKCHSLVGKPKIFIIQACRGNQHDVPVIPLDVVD
Target sequence (P55212 194-293 limits assumed): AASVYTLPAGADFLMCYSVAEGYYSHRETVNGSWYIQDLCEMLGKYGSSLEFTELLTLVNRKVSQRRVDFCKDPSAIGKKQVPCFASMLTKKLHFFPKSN
Numbers without * were called inactive; ? = inconclusive; · = no result given.

The line under a structure holds: RAD52 inh	ERp5 inh	E-sel inducer	PglD DTNB	RAD54 inh	ARNT TACC3 PPI	esBAF inh	CASP6 VEID inh
- Cc1ccc(-c2nnc(SCC(=O)CC(=O)Nc3ccccc3)n2C)cc1
  ·	·	·	0	-7	1	2	·
- C[C@H](CO)N1C[C@H](C)[C@H](CN(C)Cc2ccc(Cl)c(Cl)c2)Oc2ccc(NC(=O)Nc3ccc(F)cc3)cc2CC1=O
  -4	15	-0.2	3	-9	7	-1	0
- Cc1noc(C)c1S(=O)(=O)Nc1ccc2c(c1)CC(=O)N([C@@H](C)CO)C[C@@H](C)[C@H](CN(C)C(=O)Nc1ccc3c(c1)OCO3)O2
  ·	·	-17	-4	7	-9	6	·
- C[C@@H]1CCCCO[C@H](CN(C)Cc2ccc(C(F)(F)F)cc2)[C@H](C)CN([C@H](C)CO)C(=O)c2cc(NS(=O)(=O)c3ccc(Cl)cc3)ccc2O1
  -18	-6	0.0	1	-3	12	-6	0
- CC(=O)c1ccc(NS(=O)(=O)c2ccc3c(c2)N(C(C)=O)CCO3)cc1
  -6	-1	·	0	-14	1	7	-2
- COc1ccc(CN(Cc2cc3cccc(C)c3n3nnnc23)C(=O)N2CCOCC2)cc1
  -12	-1	·	·	·	-2	·	1
- Cc1noc(C)c1S(=O)(=O)Nc1ccc2c(c1)C(=O)N([C@@H](C)CO)C[C@H](C)[C@H](CN(C)C(=O)Nc1cccc3ccccc13)O2
  13	-1	-0.1	-2	-12	3	-2	-1
- O=C(Nc1cc(F)ccc1F)N1C[C@@H]2[C@H](c3ccccc31)[C@H](CO)N2CC1CCCC1
  0	9	-0.8	0	2	-1	-2	2
- Cc1ccc(S(=O)(=O)Nc2ccc3c(c2)C(=O)N([C@H](C)CO)C[C@H](C)[C@H](CN(C)Cc2ccc4c(c2)OCO4)OCCCC[C@@H](C)O3)cc1
  -3	-3	0.0	-1	-5	-3	0	-3
- CCN(CC)S(=O)(=O)c1ccc(C(C)NCC(=O)Nc2ccccc2C(=O)NC2CC2)cc1 (centres undefined)
  4	-5	·	-6	0	-1	·	0
- C[C@H]1CN([C@@H](C)CO)C(=O)c2cc(NC(=O)Nc3ccc(C(F)(F)F)cc3)ccc2O[C@H]1CN(C)C(=O)Nc1ccc(C(F)(F)F)cc1
  3	-4	1.2	10	1	-4	-3	1
- O=C1C(Cl)=C(Nc2ccc(O)cc2)C(=O)c2ccccc21
  -5	-2	0.5	·	·	1	·	5
- Cc1cccc(C)c1OCCOC(=O)c1cccc(S(=O)(=O)N2CCOCC2)c1
  -16	-3	0.2	0	-1	-2	3	1
- Cc1cc(C)cc(OCC(=O)Nc2ccc(N3CCOCC3)cc2N2CCOCC2)c1
  -13	8	0.2	1	10	·	1	-2
- COc1ccc(Br)cc1CN1CCN(Cc2c[nH]c3ccccc23)CC1
  -1	1	-0.1	1	9	12	15	-4
- COc1cccc(NC(=O)Nc2ccc3c(c2)OCO3)c1
  -7	4	0.2	2	-1	-3	61*	-1
- NNc1nc2sc3c(c2c(=O)n1-c1ccccc1)CCCC3
  -4	-9	0.1	·	·	20	5	1
- O=C(Nc1ccc2c(c1)OCO2)N[C@H]1CC[C@H](CCNC(=O)C2CC2)O[C@@H]1CO
  6	-2	0.5	1	1	-7	0	1
- O=C1Cc2cc(S(=O)(=O)N3CCN(c4cccc(Cl)c4)CC3)ccc2N1
  -17	0	1.5	3	3	1	-9	0
- Cc1ccc(COC(=O)c2ccc3ccccc3n2)cc1
  -10	4	·	-4	-3	·	-3	1
- O=C(CNC(=O)c1ccccc1)NCCc1ccc(O)c(O)c1
  -12	-5	·	-1	-10	-10	9	5
- C[C@@H]1CN([C@H](C)CO)C(=O)c2cc(-c3ccc(F)cc3)cnc2O[C@H]1CN(C)C(=O)C1CCC1
  -8	-2	0.7	0	-9	-6	0	1
- COc1ccc(NC(=O)N(C)C[C@@H]2OCCCC[C@@H](C)Oc3ccc(NC(=O)c4ccccc4)cc3C(=O)N([C@H](C)CO)C[C@H]2C)cc1
  -3	8	-0.1	0	8	-2	8	0
- COc1ccc(-n2nc(C(=O)NCC(=O)NC3CCCC(C)C3C)c3ccccc3c2=O)c(OC)c1 (centres undefined)
  -7	-2	-0.3	1	-2	-3	0	-2
- O=S1(=O)CCOCCCN1Cc1ccccc1Br
  -2	3	·	0	3	-13	15	-3
- COc1ccccc1/C=C1\Cc2ccccc2C1=O
  -10	0	·	-9	-6	-16	17	1
- CCCC(=O)NC(c1ccccc1)c1c(O)ccc2ccccc12 (centres undefined)
  -4	-4	-0.1	4	4	2	2	0
- CC(=O)c1c(N2CCC(C(N)=O)CC2)nc(=S)n(-c2ccccc2)c1C
  ·	·	·	5	1	-10	-11	·
- COC(=O)C[C@H]1CC[C@H]2[C@H](COc3ccc(NC(=O)c4cscn4)cc3C(=O)N2C)O1
  7	2	-0.1	-7	3	9	1	-3
- C[C@H](CO)N1C[C@H](C)[C@H](CN(C)S(=O)(=O)c2cn(C)cn2)Oc2ccc(NC(=O)CCC(F)(F)F)cc2C1=O
  9	0	-6.6	1	-5	-17	1	1

The closing 2 compounds of the section before come first, to join the parts.
The line under a structure holds: RAD52 inh	ERp5 inh	E-sel inducer	PglD DTNB	RAD54 inh	ARNT TACC3 PPI	esBAF inh	CASP6 VEID inh
- COC(=O)C[C@H]1CC[C@H]2[C@H](COc3ccc(NC(=O)c4cscn4)cc3C(=O)N2C)O1
  7	2	-0.1	-7	3	9	1	-3
- C[C@H](CO)N1C[C@H](C)[C@H](CN(C)S(=O)(=O)c2cn(C)cn2)Oc2ccc(NC(=O)CCC(F)(F)F)cc2C1=O
  9	0	-6.6	1	-5	-17	1	1
- COc1ccc(-c2noc3c2-c2nc(-c4ccc(Br)cc4)sc2CC3)cc1
  ·	·	0.0	-5	-5	-3	-4	·
- CC(C)N1CCN(Cc2cccc(-n3cccn3)c2)CC1CCO (centres undefined)
  8	-1	0.5	-2	-8	-1	-3	-5
- O=C(CSC1=NNC(c2ccccn2)S1)Nc1ccc(C(F)(F)F)cc1 (centres undefined)
  -7	-5	-4.7	4	7	76*	·	-1
- Cc1cc(C)c(C(=O)COC(=O)C2CCN(c3ccc(C(F)(F)F)cn3)CC2)cc1C
  -15	4	-1.4	-1	-3	-10	0	-6
- O=C(NCC1CC1)C1Cc2c(-c3ccc4c(c3)OCO4)ccnc2O1 (centres undefined)
  -6	5	0.1	-5	5	·	-1	-2
- CCS(=O)(=O)Nc1cc2c3c(c1)CCN3C(=O)CC2
  -33	11	0.6	1	6	-1	-2	-2
- O=C(CSc1ccc(-c2ccco2)nn1)Nc1cccc(F)c1
  -11	0	·	-7	-19	-3	16	9
- O=c1cc(-c2ccc(O)c(O)c2)oc2c(C3O[C@H](CO)[C@@H](O)[C@H](O)[C@H]3O)c(O)cc(O)c12 (some centres undefined)
  10	-1	0.1	-1	24	7	2	12
- COc1ccc(C2(c3ccc(OC)cc3)NC(=O)N(CC(=O)NCC(F)(F)F)C2=O)cc1
  -7	6	·	1	-6	-6	-8	3
- O=C(NCCc1cn2ccsc2n1)C1CCCCC1
  3	-1	-1.6	2	-7	-1	8	0
- O=C(Nc1ccc(C(=O)N2CCOCC2)cc1)c1cccc([N+](=O)[O-])c1
  -11	1	-7.3	·	·	-4	·	1
- O=C(NCc1ccccc1CN1CCCC1)C1CCN(S(=O)(=O)c2ccc(Cl)cc2)CC1
  -10	2	0.1	-1	-6	-2	1	-5
- C[C@@H]1CCCCO[C@H](CN(C)C(=O)CCCN(C)C)[C@H](C)CN([C@@H](C)CO)C(=O)c2cc(NS(=O)(=O)c3cccs3)ccc2O1
  24	1	0.3	-1	0	-12	-2	-22
- Cc1cccc(C)c1NC(=O)C(NC=O)c1ccc(N(C)C)cc1 (centres undefined)
  ·	·	·	4	-2	-1	-8	·
- C[C@@H]1CN([C@H](C)CO)C(=O)c2cccc(NC(=O)C3CCOCC3)c2O[C@@H]1CN(C)C(=O)Nc1ccc(F)cc1
  -17	6	17	5	2	-8	-2	0
- COc1cc(C)c(CN2CCC(Oc3ccc(C(=O)N4CCCC4)cc3)CC2)cc1C
  -20	2	0.0	4	-21	·	-11	-5
- Cc1ccc(/C=N\NC(=O)Cn2c(C)nc3ccccc32)o1
  ·	·	·	-8	-24	-2	-4	·
- CCCN(C)C[C@H]1Oc2cc(-c3ccc(C)cc3)ccc2S(=O)(=O)N([C@H](C)CO)C[C@@H]1C
  5	-1	0.3	3	-12	-8	-7	6
- CC(C)CC(=O)Nc1nnc(S(=O)(=O)N(C)Cc2ccco2)s1
  ·	·	·	3	-11	1	1	·
- COCC#Cc1ccc2c(c1)O[C@H](CN(C)Cc1cncnc1)[C@@H](C)CN([C@H](C)CO)S2(=O)=O
  -11	-8	0.5	16	0	-6	-6	-2
- S=c1[nH]nc(CCc2ccccc2)n1-c1ccc(Cl)cc1
  2	0	·	2	9	0	0	0
- O=C(Cc1cccs1)N1CCN(C(=O)C2CCCO2)CC1 (centres undefined)
  ·	·	·	0	4	-4	-3	·
- CCN(CC)S(=O)(=O)c1cccc(C(=O)N/N=C/c2ccccc2OCC(=O)O)c1
  -14	4	0.0	2	9	4	5	2
- CN1C(=O)c2cc(NC(=O)C3CC3)ccc2OC[C@H]2O[C@H](CC(=O)NC3CCC3)CC[C@H]21
  9	-1	0.0	6	-2	-28	-1	1
- Cc1onc(-c2ccccc2)c1C(=O)Nc1nnc(C(C)C)s1
  9	2	0.6	2	-14	3	-6	6
- CCn1cc(C(=O)N2CCCC2)c(=O)c2cc(S(=O)(=O)N3CC(C)CC(C)C3)ccc21 (centres undefined)
  -15	2	2.8	2	-4	6	-4	3
- C[C@H]1CN([C@@H](C)CO)C(=O)CCCn2nncc2CO[C@H]1CN(C)CC1CCCC1
  5	-1	0.0	1	5	-4	-8	-2
- C=CCN1C(=O)C(=O)N(Cc2nc3ccccc3s2)C1=O
  -24	2	0.0	-1	-10	·	26	-1
- Cc1cc(C)n(CC(=O)N/N=C/c2cc(Br)cc([N+](=O)[O-])c2O)n1
  -28	-3	-0.8	·	·	3	·	-4
- O=c1cc(CSc2nc(NCc3ccccc3)c3ccccc3n2)nc2ccc(Cl)cn12
  -8	?	1.1	-4	-8	3	·	0
- CNC[C@H]1OCCCC[C@H](C)Oc2ccc(NS(=O)(=O)c3cccs3)cc2C(=O)N([C@@H](C)CO)C[C@@H]1C
  -64	3	-0.2	5	-4	4	2	4
- CCN(CC(=O)NCc1ccc(F)cc1)CC(=O)Nc1ccc(S(=O)(=O)N2CCCC2)cc1
  -3	6	0.1	1	5	20	-4	-2
- O=c1c(Cc2ccc(Cl)cc2Cl)c(O)ccn1Cc1ccncc1
  -12	2	3.0	·	·	-3	·	-3
- Cn1cc(-c2csc(C(C)(O)c3cccnc3)n2)cn1 (centres undefined)
  10	8	-3.0	6	-8	·	-4	-2
- COc1ccc(CCNC(=O)c2cc([N+](=O)[O-])cc([N+](=O)[O-])c2)cc1OC
  -3	1	0.1	-5	8	1	4	1
- COc1ccc(NC(=O)Nc2ccc3c(c2)CC(=O)N([C@@H](C)CO)C[C@H](C)[C@H](CN(C)C(=O)NC(C)C)O3)cc1
  7	2	1.3	0	-4	11	2	0

Arranged by SMILES length (rising): some entries from above.
The line under a structure holds: RAD52 inh	ERp5 inh	E-sel inducer	PglD DTNB	RAD54 inh	ARNT TACC3 PPI	esBAF inh	CASP6 VEID inh
- O=c1c(Cc2ccc(Cl)cc2Cl)c(O)ccn1Cc1ccncc1
  -12	2	3.0	·	·	-3	·	-3
- CCN(CC(=O)NCc1ccc(F)cc1)CC(=O)Nc1ccc(S(=O)(=O)N2CCCC2)cc1
  -3	6	0.1	1	5	20	-4	-2
- COc1ccc(CCNC(=O)c2cc([N+](=O)[O-])cc([N+](=O)[O-])c2)cc1OC
  -3	1	0.1	-5	8	1	4	1
